SKN-1 inh – blocks SKN-1 activity in C. elegans. C. elegans VP596 Pgst-4::GFP/RFP ratio, acrylamide-induced, 24 h. inhibition, % at 21.8 µM. actives 0.49% (n = 360,000);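 active = interference check ratio from 0.5 to 1.5 plus GFP to RFP signal ratio inhibition reaching or exceeding a fixed threshold, cut at about 30% in these data, passing the limit was not always enough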; note: some compounds called inactive have numbers as strong as hits
MsrA inhibitor – inhibitors of bovine MsrA; purified bovine MsrA, absorbance read-out; inhibition, % at 15.5 µM; actives 0.75% (n = 360,000); AID 651718; in the data active = inhibition above about 4.5%;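 note: 0% = vehicle wells with enzyme and 100% = reference inhibitor wells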
Neddylation inh – cullin neddylation inhibition | P61081+Q13564 | TR-FRET cullin neddylation, biochemical | calls only at 25 µM | actives 0.58% (n = 360,000); in the data active = inhibition above about 36%
eLon inh – E. coli protease La inhibition | P0A9M0 | purified E. coli Lon protease, fluorescence polarization | inhibition, % at 7.94 µM | actives 0.42% (n = 360,000); in the data active = inhibition above about 13%, passing the limit was not always enough;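 note: 0% = enzyme with probe and DMSO and 100% = no enzyme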
FAS TE block – inhibitors of human fatty acid synthase thioesterase domain; actives 0.67% (n = 360,000); inhibition, % at 15 µM; P49327; recombinant FAS-TE, OMFH fluorogenic substrate, fluorescence endpoint; AID 602261;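 active = compounds whose normalised, plate-corrected inhibition of enzyme fluorescence in the single-dose primary screen is 50% or more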;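 note: 0% = DMSO with enzyme and 100% = substrate without enzyme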
Rin1-Abl PPI inh – human Rin1-Abl interaction inhibition. P00519+Q13671. TR-FRET Rin1/Abl binding, biochemical. inhibition, % at 7.35 µM. actives 0.4% (n = 360,000); in the data active = inhibition above about 5%, passing the limit was not always enough
MT1-MMP act inh – inhibitors of human MT1-MMP activation; HT1080 RFP-PRO-GFP cells, GFP/RFP ratio fluorescence, overnight; percent of plate control window, DMSO zero; P50281; GFP/RFP ratio change, % at 20 µM; actives 0.061% (n = 360,000);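 active = GFP/RFP ratio change of at least 30% with cell ATP level not reduced by more than half and red fluorescence within 50% of control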; note: strong numbers were not always called active
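Assay system: RFP-PRO-GFP reporter HT1080 cells; read-out basis: GFP/RFP fluorescence ratio; benchmarks: DMSO wells and RFP-L50D-GFP cells; doses: 20 µM single dose, 1% DMSO; schedule: overnight cell settling, then overnight compound exposure, 37 °C, 5% CO2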
CendR NRP1 mod – NRP-1/CendR interaction modulation; O14786; FAM-RPARPAR peptide binding to NRP-1, fluorescence polarization; inhibition, % at 25 µM; actives 0.85% (n = 360,000); AID 602438;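 active = inhibition or corrected inhibition above about 18%, plus a signal ratio from 0.5 to 1.5, limit read from the data, passing the limit was not always enough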; note: strong numbers were not always called active
bovine MsrA act – bovine methionine sulfoxide reductase A activation. purified bovine MsrA, absorbance read-out. activation, % at 10.6 µM. actives 0.3% (n = 360,000); in the data active = activation above about 7.5%;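 note: 0% = vehicle and 100% = reference activator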
* hit, by the source's call; i = inactive; . = no result given.

Value order – SKN-1 inh, MsrA inhibitor, Neddylation inh, eLon inh, FAS TE block, Rin1-Abl PPI inh, MT1-MMP act inh, CendR NRP1 mod, bovine MsrA act
O=C(NC1CCCCC1)Sc1ccc(Cl)cc1
  -3, 0.3, i, -8, 0, 0, 0, -3, -15
C=CCOc1ccccc1/C=c1\sc2nc(=O)c(C)nn2c1=O
  -1, ., i, -1, -7, 0, -5, -26, -6
O=C(CN1C(=O)NC2(CCCC2)C1=O)NCc1ccc(Cl)cc1
  -7, 0.8, i, 10, -3, 3, 0, -3, -5
CN1CCN(S(=O)(=O)c2ccc(Br)s2)CC1
  -16, -0.1, i, -5, -10, 4, 4, 9, -11
CCOC(=O)c1ccc(NC(=S)N2CCSC2c2ccc(OC)cc2)cc1 (configuration not stated)
  11, -0.5, i, 8, 22, 0, 1, -3, -3
CCc1ccccc1NC(=O)C(Cc1ccccc1)c1nn[nH]n1 (configuration not stated)
  -12, -0.1, i, -4, -5, 1, 4, 9, -3
Cc1ccc(C(=O)NCCCNc2ccc(C(F)(F)F)cc2[N+](=O)[O-])cc1
  7, -0.5, i, -9, 1, 0, 3, -10, -2
COc1ccc(Cl)cc1NC(=O)CN(C)C(=O)c1cn(-c2ccccc2)nc1-c1cccnc1
  2, 1.0, i, 8, 23, 1, 3, -4, -9
O=C(O)Cc1ccc(NC(=O)Nc2ccc3c(c2)OCO3)cc1
  1, -1.2, i, 6, -2, -1, 4, 0, -12
CC(C)Cn1c(CN2C(=O)c3ccccc3C2=O)nc2ccccc2c1=O
  -30, -0.1, i, -4, -6, 0, -5, 8, -13
c1coc(-c2nnc(SCc3cn4ccccc4n3)o2)c1
  -7, 0.4, i, -7, -3, -3, -3, -5, -1
CCOC(=O)C1=C[C@@H](C(C)C)N(S(=O)(=O)c2ccc(C)cc2)[C@H]1c1ccccc1F
  10, 0.8, i, -5, 26, 5, -7, 14, -1
Cc1ccc2c(c1)nnn2C1CCN(C(=O)C23CC4CC(CC(C4)C2)C3)CC1
  5, 0.2, i, -16, 13, 2, -9, 8, -3
Brc1ccc(-c2csc(NNC3=NCCCCC3)n2)cc1
  4, 0.3, i, 5, -9, 0, 9, 8, -2
Cc1nc(=O)c(-c2ccccc2)c(C)n1CCCCCC(=O)O
  -3, 1.2, i, 5, -10, 2, 1, -1, -2
O=C(O)c1ccc(Oc2cccc([N+](=O)[O-])c2)cc1C(=O)O
  -10, -1.7, i, -7, -8, -3, 0, 2, 0
Cc1ccc(S(=O)(=O)n2ccc3c2CCCC3=O)cc1
  19, -0.7, i, -8, 1, 2, 4, 8, -1
COc1ccc(CCn2c(=S)[nH]c3ccc(N4CCOCC4)cc3c2=O)cc1OC
  1, 0.5, ., 5, 3, -5, 0, -4, -1
O=C(NNS(=O)(=O)c1ccc(Br)cc1)NC1CCCCC1
  -4, -0.9, i, 1, -3, 5, 0, 2, -9
CN1CCC(OC(=O)C23CCC(C)(C(=O)O2)C3(C)C)CC1 (configuration not stated)
  8, 0.9, i, 0, -9, 0, -3, 6, -2
CCOC(=O)CC1C(=O)NCCN1C1CCCC1 (configuration not stated)
  7, 1.1, i, -7, -3, -3, 14, -13, -3
COc1cc(NC(=S)NC(=O)C(C)C)ccc1NC(=O)c1cc2ccccc2o1
  -3, 1.5, ., 4, -1, -2, 1, -7, -5
CCOC(=O)C1=CCN(S(=O)(=O)c2ccccc2)C1c1ccccc1 (configuration not stated)
  0, 0.0, i, -6, 3, 1, 8, 10, -3
Cc1ccc(-c2nc(CS(=O)(=O)CC(=O)NCc3cccc(F)c3)c(C)o2)cc1
  8, -1.1, i, 5, -5, 4, 1, 4, 1
COc1ccccc1N1CCN(C(=O)CSc2nnc(-c3ccoc3C)o2)CC1
  4, 0.5, i, -1, -3, 3, 3, 3, -2
O=C(CCCN1C(=O)c2ccccc2C1=O)N1CCCCC1
  1, 1.3, i, -1, -11, -2, 1, 1, -4
CCCc1[nH]nc2c1C(c1cc(OC)cc(OC)c1)C(C#N)=C(N)O2 (configuration not stated)
  1, 0.2, i, 2, 0, 0, 6, 3, 2
O=C(Cc1ccccc1[N+](=O)[O-])Nc1ccc(S(=O)(=O)N2CCCC2)cc1
  -2, 1.5, i, -3, 1, 0, -4, 4, -6
Cc1c(=O)n(OCc2ccccn2)c2ccccc2[n+]1[O-]
  -5, 4.9*, i, -5, -8, -1, -14, -1, -3
CC(=O)C[C@H](O)CC(=O)[C@H]1OC(=O)CCCCCCc2ccccc21
  -2, 1.7, i, -5, -6, -2, 0, 0, -6
COc1cc(C(=O)Nc2ccc([N+](=O)[O-])cn2)cc(OC)c1OC
  4, 2.1, i, 2, 3, -4, ., 0, -1
O=C(c1ccc(C(F)(F)F)cc1)C1CCCN(C(=O)Cn2cncn2)C1 (configuration not stated)
  13, 0.3, i, 6, -5, -2, 1, 12, -2
CC(C)NCC(O)c1ccc(NS(C)(=O)=O)cc1 (configuration not stated)
  -9, 2.7, i, 7, -6, 1, 1, -6, 7.8*
COc1ccc(C(C(=O)NCC2CCCO2)N(C(=O)Cn2nnc3ccccc32)c2ccc(NC(C)=O)cc2)c(OC)c1 (configuration not stated)
  22, 0.3, i, 1, -3, 1, 3, -1, 0
CCCNC(=O)COC(=O)c1ccccc1OCC(=O)Nc1ccc(Br)cc1
  -2, 1.1, i, -5, -2, -1, 2, 1, -5
Cc1cccc(CNc2ncc(-c3cccc([N+](=O)[O-])c3)n2C)c1
  -1, -0.7, i, 7, 18, -2, 2, 0, 0
CC(C)CCN1CCN(CC#Cc2ccccc2)CC1CCO (configuration not stated)
  13, -1.9, i, -8, -7, 1, -10, -10, -1
Clc1ccc(CN2CC[C@H]3C=CCc4cccc(c43)C2)cc1
  31, -0.1, i, -3, 20, -1, 3, 10, -2
COc1ccc(-c2cc3nc(C)cc(N)n3n2)cc1
  1, 0.7, ., -1, -6, -3, 5, 0, -1
O=C(Nc1ccccc1N1CCCC1)c1ccccc1Cl
  5, 0.1, i, -2, -2, 3, 2, 0, -4
Cc1cc(NC(=O)CCC(=O)N(CC(=O)NCC2CCCO2)c2ccc(C)c(C)c2)no1 (configuration not stated)
  -2, 0.1, i, 0, 1, 1, 2, 2, -1
Cc1ccc(CSCCNC(=O)c2ccc(Cl)c(S(=O)(=O)N3CCOCC3)c2)cc1
  -5, 0.7, i, 0, 30, -3, 0, -7, 2
Cc1ccc(CN2C(=O)C(F)(F)Oc3ccccc32)cc1
  -6, -0.8, i, 7, 34, 4, -1, -6, -3
O=C(CC1SC(N2CCCCC2)=NC1=O)Nc1cccc(C(=O)O)c1 (configuration not stated)
  23, -0.9, i, -3, -4, 0, 5, 4, -4
Cc1ccc(C)c(NC(=O)C(=O)NCC2CCCN2S(=O)(=O)c2cccs2)c1 (configuration not stated)
  12, 0.1, i, -7, 6, 1, 0, -6, -2
O=[N+]([O-])c1ccc2nc(NS(=O)(=O)c3ccc(Cl)cc3)sc2c1
  -8, 2.7, i, 1, 20, 0, -3, 1, 1
Clc1cccc(Cc2c(-c3cccc(Br)c3)nc3ccc(Br)cn23)c1
  14, -0.6, i, -15, 20, -23, 1, -15, -2
COc1ccc(S(=O)(=O)N(C)C)cc1NS(=O)(=O)c1ccc(F)c(F)c1F
  -1, -0.5, i, -10, -7, -2, -1, 14, -1
COc1ccc(NC(=S)NC(=O)c2cc3ccccc3o2)c(OC)c1
  4, -0.9, i, -6, 10, -4, 2, 2, -3
CCC1(CC)NC(=O)N(CC(=O)Nc2ccc(S(=O)(=O)N3CCOCC3)cc2)C1=O
  -9, 0.4, i, 0, -4, 0, 0, 2, -3

The listing continues.
Value order – SKN-1 inh, MsrA inhibitor, Neddylation inh, eLon inh, FAS TE block, Rin1-Abl PPI inh, MT1-MMP act inh, CendR NRP1 mod, bovine MsrA act
Cc1ccc(NC(=O)C[n+]2cc(-c3ccc(C)cc3)n3c2CCC3)cc1
  -12, 0.6, i, -1, -5, -1, -1, 8, -5
NC(=O)c1c(NC(=O)COC(=O)c2ccc(S(=O)(=O)Nc3ccccc3)cc2)sc2c1CCCC2
  9, 1.7, i, -5, 2, -3, -1, -16, -9
COc1cccc(C(=O)NC(=S)Nc2ccccc2N2CCCC2)c1
  -1, -1.0, i, -7, 13, 6, 8, 6, -4
O=C(Cn1nnc(-c2ccc(Cl)cc2)n1)NC1CC2CCC1C2 (configuration not stated)
  4, -0.7, i, 6, 11, -1, 0, -5, -1
CCOC(=O)C(O)(C1C(=O)CC(C)(C)CC1=O)C(F)(F)F (configuration not stated)
  4, 0.6, i, -9, -2, 2, 3, 1, -2
O=S(=O)(NCc1ccco1)c1ccc(S(=O)(=O)N2CCCC2)cc1
  3, 1.8, i, -8, -3, 2, 2, 24, -4
Nc1cccc(CCc2nc3cc4ccccc4cc3[nH]2)c1
  -1, 0.3, i, 7, -3, -8, 1, 10, -5
COc1cc(C(=O)O/N=C2\C=CC(=O)C(C)=C2)cc(OC)c1OC
  13, -0.7, i, 3, 27, -3, -55, 2, -1
CCC(CC)NC(=O)c1cc(OC)c(OC)c(OC)c1
  7, -0.5, i, -7, -7, 0, 4, -1, -7
COc1ccc(CNc2nc(Cl)c(C#N)s2)cc1
  12, 0.2, i, 0, 6, 2, 2, 0, -2
CCOc1cc(C(c2c(O)nc(SC)[nH]c2=O)c2c(O)nc(SC)[nH]c2=O)ccc1O
  -10, 2.3, i, 49*, -6, 3, -37, 30*, -4
Cc1csc(NC(=O)CSc2nnc3ncccn23)n1
  4, -0.7, i, -16, -4, 4, -5, 13, -2
COc1ccc(CCNc2nc(-c3cccnc3)cs2)cc1OC
  8, 0.7, i, -12, -6, -2, 3, -1, -2
CC(C)(C)c1ccc(CN2C3=NCCCN3c3ccccc32)cc1
  4, -0.4, i, -11, -14, -6, -9, 10, 0
CCc1ccc(Nc2n[n+](-c3ccccc3)c(-c3ccc(N(CC)CC)cc3)s2)cc1
  4, 0.3, i, -401, -127, -8, -3, 150, -3
CC(Cc1ccccc1)NC(=O)C1(c2ccccc2)CCOCC1 (configuration not stated)
  13, -0.5, i, -13, -8, -5, 2, -9, -3
CC(=O)Nc1ccc(Nc2cc(C)nc3c(-c4ccc(Cl)cc4)c(C)nn23)cc1
  -6, 0.1, i, 1, -2, -4, -2, 4, -9
CN(C)c1ccc(CNC(=O)C2Cc3c(-c4ccccc4Oc4ccccc4)ccnc3O2)cc1 (configuration not stated)
  5, -0.2, i, -1, 19, -2, 1, 11, -6
COC(=O)Nc1nc2ccc(-c3n[nH]c(=O)c4ccccc34)cc2[nH]1
  8, 0.0, i, -3, -13, -3, -1, -3, -3
COc1cccc(-c2ccc(NC(=O)C3CCCN(Cc4ccc(CO)o4)C3)cc2)c1 (configuration not stated)
  13, -0.9, i, -6, 0, 3, -2, 14, -5

In the list so far, 2 have a cyano group.
Value order – SKN-1 inh, MsrA inhibitor, Neddylation inh, eLon inh, FAS TE block, Rin1-Abl PPI inh, MT1-MMP act inh, CendR NRP1 mod, bovine MsrA act
CCCc1[nH]nc2c1C(c1cc(OC)cc(OC)c1)C(C#N)=C(N)O2 (configuration not stated)
  1, 0.2, i, 2, 0, 0, 6, 3, 2
COc1ccc(CNc2nc(Cl)c(C#N)s2)cc1
  12, 0.2, i, 0, 6, 2, 2, 0, -2

Continued.
Value order – SKN-1 inh, MsrA inhibitor, Neddylation inh, eLon inh, FAS TE block, Rin1-Abl PPI inh, MT1-MMP act inh, CendR NRP1 mod, bovine MsrA act
CCCCN(C(=O)C1CCC1)c1c(N)n(CCC)c(=O)[nH]c1=O
  18, -1.2, i, -2, -7, 0, 2, 11, -2
Cc1cc(OCCOc2cccc3cccnc23)cc(C)c1Cl
  -5, 1.5, i, 0, 19, -3, -1, -4, -3
O=C(CN(C(=O)CCC(=O)Nc1nccs1)c1cccc(F)c1)NCc1ccccc1
  5, 2.3, i, 8, -1, 0, -4, 10, -1
Cc1cc(-c2ccncc2)n2ncc(-c3ccccc3)c2n1
  2, 0.1, i, -9, -1, -3, 1, -3, -6
CN(C)C(=O)c1cc(C(=O)c2ccc(C(F)(F)F)cc2)c[nH]1
  -8, 1.1, i, 6, -2, 1, 8, 7, -2
Cc1nonc1NC(=O)CSc1nnc(-c2ccoc2C)n1-c1cccc(Cl)c1
  2, 0.1, i, -4, 11, 3, -3, 4, -2
